MsrA act = bovine MsrA enzyme activators, primary screen, biochemical, absorbance, HTS. Methionine sulfoxide reductase A (Bos taurus). purified bovine MsrA, absorbance read-out. activation, % at 10.6 µM. hit rate 0.3% among 360,000; in the data active = activation above about 7.5%;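 also: 0% = vehicle and 100% = reference activator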
Tb MetRS inh = T. brucei MetRS inhibitors, primary screen, biochemical, luminescence | methionyl-tRNA synthetase (Trypanosoma brucei brucei) | purified T. brucei MetRS, ATP depletion, Kinase-Glo luminescence | inhibition, % at 11.9 µM | hit rate 0.4% among 360,000 | AID 624268, 2012;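 active = inhibition above a per-plate cutoff of the control wells' mean inhibition plus 3 SD, cut at about 5.5% in these data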;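 also: 0% = DMSO wells median and 100% = median of wells with control inhibitor compound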
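Material – parasite MetRS enzyme · Medium – HEPES-MgCl2-KCl buffer plus DTT, spermine, BSA, pyrophosphatase · Reagent – ATP, methionine and E. coli bulk tRNA substrates · Times – 15 min enzyme-compound preincubation, 2 h reaction, 10 min detection, 25 °C · Measured by – luminescence of leftover ATP · Evaluation – percent inhibition relative to median high and low control wells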
LMPTP block = LMPTP phosphatase inhibitors, primary screen, biochemical, fluorescence intensity, uHTS; Low molecular weight phosphotyrosine protein phosphatase (Homo sapiens), P24666; recombinant LMPTP-A, OMFP fluorogenic substrate; inhibition, % at 20 µM; hit rate 0.22% among 360,000; AID 651560, 2012;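 active = compounds that cut the enzyme signal by at least half of the control window in the single-dose screen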;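 also: plate controls were DMSO wells with enzyme plus substrate for no effect and substrate without enzyme for full effect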
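test system = LMPTP-A | amount = 0.625 nM LMPTP-A final | reagent = fluorogenic phosphatase substrate OMFP at 400 µM final | incubation = 50 min at room temperature | benchmarks = no-enzyme low control, uninhibited high control | medium = Bis-Tris pH 6.0, DTT, detergent | signal = fluorescence intensity of OMFP turnover product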
NRP1-CendR mod = modulators of CendR peptide binding to NRP-1, primary screen, biochemical, fluorescence polarization, uHTS | Neuropilin-1 (Homo sapiens), O14786 | FAM-RPARPAR peptide binding to NRP-1 | inhibition, % at 25 µM | hit rate 0.85% among 360,000 | AID 602438, 2012;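 active = inhibition or corrected inhibition above about 18%, plus a signal ratio from 0.5 to 1.5, limit read from the data, passing the limit was not always enough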; also: strong numbers were not always called active
SUMO1 PPI mod = modulators of SUMO1 protein-protein interactions, primary screen, biochemical, uHTS; hit rate 0.33% among 360,000; Small ubiquitin-related modifier 1 (Homo sapiens), P63165; SUMO1 binding to a labelled peptide, TR-FRET, 1 h; inhibition, % at 20 µM; in the data active = inhibition above about 37%
Target sequence (P63165 whole entry, looked up): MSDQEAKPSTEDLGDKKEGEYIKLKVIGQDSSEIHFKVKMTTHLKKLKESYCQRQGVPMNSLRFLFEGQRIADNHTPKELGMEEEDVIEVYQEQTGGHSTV
DNMT1 block = human DNMT1 methyltransferase inhibitors, primary screen, biochemical, molecular beacon, fluorescence, HinP1I cleavage, uHTS | hit rate 0.83% among 360,000 | AID 588458, 2011 | DNA (cytosine-5)-methyltransferase 1 (Homo sapiens), P26358 | inhibition (reported as % activation of signal), % at 10 µM; in the data active = inhibition above about 50%
MsrA inhibitor = bovine MsrA enzyme inhibitors, primary screen, biochemical, absorbance, HTS; purified bovine MsrA, absorbance read-out; inhibition, % at 15.5 µM; hit rate 0.75% among 360,000; in the data active = inhibition above about 4.5%;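 also: 0% = vehicle wells with enzyme and 100% = reference inhibitor wells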
STEP block = STEP phosphatase inhibitors, primary screen, biochemical, fluorescence intensity, uHTS; hit rate 0.25% among 360,000; recombinant STEP, OMFP fluorogenic substrate; inhibition, % at 20 µM;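 active = inhibition at 20 µM, scaled per plate between control wells, above about 37%, limit read from the data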;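 also: 0% = DMSO with enzyme and substrate and 100% = substrate only without enzyme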
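Also added – OMFP at 25 µM · Test system – STEP tyrosine phosphatase · Technique – FITC-channel fluorescence of OMFP product · Schedule – 20 min at room temperature, dark · Evaluation – control-normalized % inhibition with plate pattern correction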
eLon inh = inhibitors of E. coli Lon protease, primary screen, biochemical, fluorescence polarization. purified E. coli Lon protease. inhibition, % at 7.94 µM. hit rate 0.42% among 360,000; in the data active = inhibition above about 13%, passing the limit was not always enough;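 also: 0% = enzyme with probe and DMSO and 100% = no enzyme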
Target sequence (P0A9M0 whole entry, looked up): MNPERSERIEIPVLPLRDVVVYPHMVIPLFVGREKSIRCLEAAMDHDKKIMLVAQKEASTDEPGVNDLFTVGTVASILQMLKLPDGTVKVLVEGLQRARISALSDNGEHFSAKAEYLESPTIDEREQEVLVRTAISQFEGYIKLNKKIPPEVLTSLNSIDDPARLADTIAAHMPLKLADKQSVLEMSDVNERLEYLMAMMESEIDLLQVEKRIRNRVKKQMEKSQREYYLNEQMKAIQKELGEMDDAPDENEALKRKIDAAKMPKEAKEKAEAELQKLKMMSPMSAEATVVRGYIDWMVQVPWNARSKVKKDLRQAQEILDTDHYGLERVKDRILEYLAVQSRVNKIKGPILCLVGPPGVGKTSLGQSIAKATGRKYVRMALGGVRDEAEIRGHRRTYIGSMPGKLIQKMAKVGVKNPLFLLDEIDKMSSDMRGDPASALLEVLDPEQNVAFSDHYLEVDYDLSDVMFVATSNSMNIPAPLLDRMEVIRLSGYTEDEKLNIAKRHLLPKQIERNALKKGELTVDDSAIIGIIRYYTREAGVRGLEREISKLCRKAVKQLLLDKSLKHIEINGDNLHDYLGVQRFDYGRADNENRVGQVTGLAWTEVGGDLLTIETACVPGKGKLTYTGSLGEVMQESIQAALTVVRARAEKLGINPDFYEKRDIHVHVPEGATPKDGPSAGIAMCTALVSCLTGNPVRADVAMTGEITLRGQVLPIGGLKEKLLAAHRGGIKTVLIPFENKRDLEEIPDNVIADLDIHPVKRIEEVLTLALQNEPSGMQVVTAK
Scp-1 inhibitor = Scp-1 phosphatase inhibitors, primary screen, biochemical, colorimetric, uHTS | Recombinant Scp1, phosphopeptide, malachite green phosphate absorbance | inhibition, % at 20 µM | hit rate 0.88% among 340,000 | AID 493091, 2011;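 active = inhibition above about 50% at 20 µM, limit read from the data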;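 also: plate controls were DMSO wells with enzyme for no effect and wells lacking enzyme for full effect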
Target sequence (Q9GZU7 76-261 limits assumed): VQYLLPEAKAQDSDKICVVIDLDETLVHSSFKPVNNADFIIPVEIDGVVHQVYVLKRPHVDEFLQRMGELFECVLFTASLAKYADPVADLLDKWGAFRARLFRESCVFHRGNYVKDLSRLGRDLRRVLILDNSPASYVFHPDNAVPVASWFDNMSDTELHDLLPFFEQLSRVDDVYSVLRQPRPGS
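Incubation: 45 min enzyme reaction at room temperature / System: truncated SCP-1 phosphatase (76-261aa) / Reagent: Phospho 17-mer peptide substrate / Buffer or medium: Acidic Tris acetate buffer with magnesium and detergent / Signal: absorbance at 630 nm / Doses: one concentration, 20 µM, with 1.0% DMSO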
* hit, by the source's call; . = not tested or not shown.

item	SMILES	MsrA act	Tb MetRS inh	LMPTP block	NRP1-CendR mod	SUMO1 PPI mod
1	Cc1ccc(NCc2nnc(SCC(=O)N3c4ccccc4Sc4ccccc43)o2)c(C)c1	-4	0.2	3.3	12	-3
2	COC(=O)C1=C(C)N(C(C)c2ccccc2)C(=O)C1 (stereo unspecified)	-2	-0.6	-1.6	4	0
3	CC1CCN(c2ccccc2NC(=S)NC(=O)c2cccs2)CC1	1	0.0	-0.2	11	0
4	Cc1cc(C)cc(NC(=O)N2CCN(Cc3ccc4c(c3)OCO4)CC2)c1	-1	3.6	-2.9	-2	5
5	COc1ccc(N2CC(C(=O)N3CCN(c4ccccc4OC)CC3)CC2=O)cc1 (stereo unspecified)	1	-0.3	-0.3	-4	1
6	CCOC(=O)CN1CC23C=CC(O2)C(C(=O)Nc2cc(OC)ccc2OC)C3C1=O (stereo unspecified)	-2	-0.6	-0.4	0	7
7	CCN1C(=O)C(C(=O)Nc2ccc(OC)cc2)C2CC1(C)Oc1ccccc12 (stereo unspecified)	0	-0.8	-2.2	18	-5
8	Cc1ccc(CNC(=O)c2cccc(OCc3c(C)noc3C)c2)cc1	1	0.5	1.3	6	3
9	CCN(Cc1ccncc1)C(=O)c1ccc(C)o1	-4	-0.1	-2.0	10	1
10	Cc1ccc([N+](=O)[O-])cc1S(=O)(=O)Nc1ccc(-c2ccc(N3CCOCC3)nn2)cc1	-4	-0.5	1.0	6	-22
11	Cc1ccc2occ(C3N[C@H](C(=O)O)CS3)c(=O)c2c1 (stereo partly specified)	-4	-0.7	0.6	-50	7
12	O=C(NC1CCCCC1)C(c1ccnc2ccccc12)n1c(=O)c(-c2ccccc2)nc2ccccc21 (stereo unspecified)	.	-1.1	3.1	-5	2

item	DNMT1 block	MsrA inhibitor	STEP block	eLon inh	Scp-1 inhibitor
1	-8	1.4	-3	-4	-5
2	2	-0.7	2	-5	1
3	-6	0.4	-2	1	-10
4	3	-1.0	-2	7	-14
5	2	0.5	0	6	-6
6	-6	1.1	2	-3	-4
7	-2	-0.7	-3	9	-6
8	-1	-1.1	-1	0	-3
9	0	0.9	-2	0	-8
10	-1	1.2	0	15	7
11	-2	0.6	6	-8	7
12	.	1.2	.	.	.

(next part)
item	SMILES	MsrA act	Tb MetRS inh	LMPTP block	NRP1-CendR mod	SUMO1 PPI mod
13	COc1ccccc1NC(=O)Nc1nc(C(N)CCc2ccccc2)cs1 (stereo unspecified)	-6	-0.3	-1.2	2	-22
14	O=C(NCC(c1ccco1)N1CCCCC1)c1cc2c(s1)CCCC2 (stereo unspecified)	0	0.5	1.1	3	-2
15	CCNS(=O)(=O)c1ccc(OC)c(C)c1	-7	-1.0	-1.6	2	-1
16	CCc1nc(SCC(=O)c2ccc3c(c2)OCCO3)c2ccccc2n1	-4	0.3	1.8	-2	-8
17	COc1cc2c(c(OC)c1OC)-c1ccc(OC)c(=O)cc1C(NC(C)=O)CC2 (stereo unspecified)	-6	-1.0	-1.6	7	-17
18	CC(C)CC(N)c1csc(Nc2ccc(S(C)(=O)=O)cc2)n1 (stereo unspecified)	-3	-0.3	0.3	5	2
19	O=C(O)C1CCCCN1S(=O)(=O)c1ccc2ccccc2c1 (stereo unspecified)	-1	-0.2	-1.6	5	2
20	Cc1c(C(=O)OCC(=O)N2CCN(c3ccccc3)CC2)oc2ccccc12	-3	-0.2	1.4	4	0
21	Cc1ccc(/C=N/NC(=O)CSCc2ccc(Cl)cc2)cc1	-6	0.3	2.8	6	-5
22	O=C(CSC1CN(C(c2ccccc2)c2ccccc2)C1)N/N=C/c1ccccc1	-5	-0.5	2.1	41*	-11
23	c1ccc(OCCN2CCN(C(c3ccccc3)c3ccccc3)CC2)cc1	-8	-0.9	1.4	-1	-2
24	CC1CCCN(c2ccc(C(=O)NCc3ccccc3)cn2)C1 (stereo unspecified)	-12	-2.1	0.7	0	-3

item	DNMT1 block	MsrA inhibitor	STEP block	eLon inh	Scp-1 inhibitor
13	-20	0.9	-1	19	.
14	0	-0.7	-5	-7	-5
15	3	1.3	-1	0	3
16	-8	1.5	2	9	-5
17	-3	3.2	-4	-3	-10
18	-1	0.8	-1	-4	.
19	3	1.5	0	-3	0
20	-3	0.0	1	4	-5
21	-2	-0.7	-2	4	0
22	4	1.8	6	4	-4
23	1	0.0	-1	7	0
24	-6	2.0	1	-3	5

(next part)
item	SMILES	MsrA act	Tb MetRS inh	LMPTP block	NRP1-CendR mod	SUMO1 PPI mod
25	COc1ccc(CNC(=O)CNC(C)c2ccc(F)cc2)cc1 (stereo unspecified)	-1	-0.2	-4.0	12	4
26	CC1=Nc2ccccc2/C1=C\c1sc(Nc2ccc(C)cc2)nc1O	-3	0.1	4.5	-57	1
27	O=C(c1cccc(Cl)c1)N1CCN(c2ccc(N3CCOCC3)nn2)CC1	-1	0.1	-0.6	14	-11
28	CC(C)(CNC(=O)c1ccc(NS(=O)(=O)c2ccc(Br)cc2)cc1)N1CCOCC1	-1	-0.1	-0.8	2	2
29	COc1cccc(OC)c1OCCCCCc1c(C)n[nH]c1C	-1	-0.2	-0.1	6	1
30	Cc1ccccc1OCC(=O)OCC(=O)NCC1CCCO1 (stereo unspecified)	-3	-0.7	0.3	-1	-4
31	CC(/C=C1\SC(=S)N(NC(=O)c2ccccc2C)C1=O)=C\c1ccccc1	0	0.1	2.0	-7	16
32	Cc1ccc(Cl)c(NC(=O)CSc2n[nH]c(=O)n2C2CC2)c1Cl	4	-0.2	-1.7	19	4
33	Cc1ccc(C)c(OC(=O)c2cccnc2Cl)c1C	-1	-0.4	0.3	3	-3
34	O=C(COc1ccc2ccccc2c1)NCCc1ccc2c(c1)OCCO2	1	-0.3	2.4	-8	-5
35	O=S(=O)(c1ccccc1OC(F)(F)F)N1CCN(c2ccnc3cc(Cl)ccc23)CC1	-3	-0.5	9.6	-16	11
36	Cc1cccnc1CCNC(=O)CCc1nnc(-c2ccccc2)o1	-12	-0.6	0.6	9	-5

item	DNMT1 block	MsrA inhibitor	STEP block	eLon inh	Scp-1 inhibitor
25	5	0.1	1	4	-4
26	-18	0.6	-1	-38	-3
27	-1	-0.8	0	6	-3
28	-2	1.1	0	6	-1
29	-3	-0.1	1	1	-1
30	2	-0.6	1	-12	-4
31	-3	0.8	-2	-19	-5
32	8	-0.9	0	4	-5
33	1	-2.0	-2	-4	-10
34	-6	0.4	0	5	-13
35	-4	0.0	2	6	16
36	0	-0.5	-4	-8	-7

Following part
item	SMILES	MsrA act	Tb MetRS inh	LMPTP block	NRP1-CendR mod	SUMO1 PPI mod
37	O=C(Cn1c(=O)c(=O)n(Cc2ccccc2)c2ccc(Cl)cc21)Nc1ccc(F)cc1F	-9	-0.9	1.6	-11	-1
38	O=C(COC(=O)c1ccco1)Nc1ccccc1[N+](=O)[O-]	4	0.7	-2.1	-11	-21
39	COc1cc(C(=O)ON=C2C(C)=CC(=O)C=C2C)cc(OC)c1OC	1	-0.3	-1.1	-12	-17
40	COc1cccc(CN2CCN(C3CCOCC3)CC2CCO)c1 (stereo unspecified)	-9	-0.7	4.8	-3	-3
41	CN1CCN(NC(=O)c2c(-c3ccccc3)sc3ccccc23)CC1	-13	-0.6	-1.5	12	3
42	CCNc1nc(NCC)nc(N2CC(=O)N(CC(=O)OCC)C2=N)n1	1	0.4	-0.8	2	1
43	COc1ccccc1CNC(=O)C[C@@H]1C[C@H]2c3cc(NC(=O)c4ccc5c(c4)OCO5)ccc3O[C@H]2[C@@H](CO)O1	-3	-0.2	-3.0	-18	6
44	O=C(NCc1ccccc1Cl)C(=O)NCC1OCCN1S(=O)(=O)c1cccs1 (stereo unspecified)	-4	0.3	0.5	-5	-2
45	C=CCn1c(=NC(=O)C2CC2)sc2cc(NC(C)=O)ccc21	-1	-0.3	1.0	-7	3
46	CS(=O)(=O)c1nc(-c2ccc(F)cc2)cc(C(F)(F)F)n1	-7	-1.0	0.3	-5	1
47	NC(=O)c1ccccc1NC(=O)CCn1c(=S)oc2ccccc21	0	-0.2	-1.6	-6	0
48	O=C(OCC(=O)c1c[nH]c2ccccc12)C1=COCCO1	-2	0.8	-0.6	5	0
49	COc1ccc(C2C(C(=O)N3CCCC3)CC(=O)N2c2ccc(OC)cc2)cc1 (stereo unspecified)	-3	-0.8	-1.0	2	-2

item	DNMT1 block	MsrA inhibitor	STEP block	eLon inh	Scp-1 inhibitor
37	16	1.6	0	-8	-2
38	-1	1.2	-3	-3	-4
39	3	0.2	2	0	-7
40	1	-2.0	1	-9	4
41	4	-1.4	1	-4	13
42	3	0.3	-6	-1	-2
43	-3	0.2	1	-12	.
44	-2	1.0	1	-5	-9
45	1	1.6	0	-3	-12
46	8	1.0	2	-2	-7
47	-3	-1.0	-1	12	-2
48	-2	-0.1	-1	0	-1
49	-1	0.6	2	-11	2

An excerpt of these results, screen by screen:
[37] O=C(Cn1c(=O)c(=O)n(Cc2ccccc2)c2ccc(Cl)cc21)Nc1ccc(F)cc1F
[38] O=C(COC(=O)c1ccco1)Nc1ccccc1[N+](=O)[O-]
[39] COc1cc(C(=O)ON=C2C(C)=CC(=O)C=C2C)cc(OC)c1OC
[40] COc1cccc(CN2CCN(C3CCOCC3)CC2CCO)c1 (stereo unspecified)
[41] CN1CCN(NC(=O)c2c(-c3ccccc3)sc3ccccc23)CC1
[42] CCNc1nc(NCC)nc(N2CC(=O)N(CC(=O)OCC)C2=N)n1
[43] COc1ccccc1CNC(=O)C[C@@H]1C[C@H]2c3cc(NC(=O)c4ccc5c(c4)OCO5)ccc3O[C@H]2[C@@H](CO)O1

| Compound | 37 | 38 | 39 | 40 | 41 | 42 | 43 |
| --- | --- | --- | --- | --- | --- | --- | --- |
| MsrA act | -9 | 4 | 1 | -9 | -13 | 1 | -3 |
| Tb MetRS inh | -0.9 | 0.7 | -0.3 | -0.7 | -0.6 | 0.4 | -0.2 |
| LMPTP block | 1.6 | -2.1 | -1.1 | 4.8 | -1.5 | -0.8 | -3.0 |
| NRP1-CendR mod | -11 | -11 | -12 | -3 | 12 | 2 | -18 |
| SUMO1 PPI mod | -1 | -21 | -17 | -3 | 3 | 1 | 6 |
| DNMT1 block | 16 | -1 | 3 | 1 | 4 | 3 | -3 |
| MsrA inhibitor | 1.6 | 1.2 | 0.2 | -2.0 | -1.4 | 0.3 | 0.2 |
| STEP block | 0 | -3 | 2 | 1 | 1 | -6 | 1 |
| eLon inh | -8 | -3 | 0 | -9 | -4 | -1 | -12 |
| Scp-1 inhibitor | -2 | -4 | -7 | 4 | 13 | -2 | . |
